# Efflux pump mplx = blocks antifungal efflux pumps in multiplex yeast assay; S. cerevisiae Candida pump triplex, Nile Red efflux; AID 485275; 330,000 tested, 0.44% active; inhibition, % at 10 µM;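 active = plate passing quality check with inhibition over a set limit, or well fluorescence over plate mean plus 4 SD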;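 note: Nile Red retained in pooled yeast measured as flow cytometry median fluorescence; 0% = buffer negative control and 100% = Enniatin B positive control; higher means more Nile Red kept so more efflux inhibition; some compounds called inactive have numbers as strong as hits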
# PME-1 inh = blocks human protein phosphatase methylesterase 1. Q9Y570. recombinant PME-1, FP-Rh probe fluorescence polarization. inhibition, % at 5.9 µM. 320,000 tested, 0.53% active;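 active = inhibition above the campaign mean of all compounds plus 3 SD, cut at about 26% in these data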;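 note: competitive labeling of PME-1 active site by serine hydrolase directed probe; 0% = PME-1 with DMSO and 100% = wells lacking PME-1 enzyme; inhibitors block probe labeling so polarization falls and inhibition rises; many of its hits are not listed in these tables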
# VLA-4 inh = inhibition in a human VLA-4 binding assay | inhibition, % (about 7 µM as worked out from the volumes in the protocol) | VLA-4 expressing cells, ligand binding flow cytometry | P13612 | 330,000 tested, 0.2% active; in the data active = inhibition above about 50%
# GRK2 aptamer HTS = inhibitors of human GRK2 displacing RNA aptamer. bead flow cytometry, FAM-aptamer displacement from GRK2. inhibition of aptamer binding, % at 10 µM. 330,000 tested, 0.59% active. AID 488847;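 active = inhibition of aptamer binding above 40%, roughly 3 SD of noise, on plates passing a quality check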;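 note: median bead fluorescence of bound FAM aptamer so fluorescent compounds give negative values; no value below 0 was filed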
# GLD-1 RNA inh = GLD-1-TGE RNA interaction inhibition (C. elegans); Q17339; purified GLD-1 + fluorescein TGE RNA, fluorescence polarization; inhibition, % at 5.96 µM; 320,000 tested, 0.44% active; AID 2280;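 active = percent inhibition above a per-plate cutoff, the plate mean of test compounds plus 3 SD, cut at about 30% in these data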;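 note: 0% = DMSO wells with GLD-1 and probe and 100% = wells lacking GLD-1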
# Target sequence (Q17339 whole entry, looked up): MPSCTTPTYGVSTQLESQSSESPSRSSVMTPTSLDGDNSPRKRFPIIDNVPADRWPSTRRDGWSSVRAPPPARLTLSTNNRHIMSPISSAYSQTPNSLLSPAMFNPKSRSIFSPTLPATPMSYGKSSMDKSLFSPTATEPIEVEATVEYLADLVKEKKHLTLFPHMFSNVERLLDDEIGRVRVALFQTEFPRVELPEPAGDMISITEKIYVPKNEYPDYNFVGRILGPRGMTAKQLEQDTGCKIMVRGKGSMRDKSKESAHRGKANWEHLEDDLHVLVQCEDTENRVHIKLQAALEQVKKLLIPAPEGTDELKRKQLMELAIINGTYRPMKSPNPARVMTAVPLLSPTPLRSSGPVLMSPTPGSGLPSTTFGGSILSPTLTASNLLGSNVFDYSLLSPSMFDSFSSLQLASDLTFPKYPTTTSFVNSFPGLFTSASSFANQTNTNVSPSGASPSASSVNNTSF
# MCL1 BIM primary = MCL1-BIM-BH3 interaction inhibition (human); GST-MCL1 / FITC-Bim-BH3 fluorescence polarization; inhibition, % at 10.9 µM; 320,000 tested, 0.68% active; AID 2057;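 active = inhibition above the mean inhibition of all tested compounds plus 3 SD, set per campaign, cut at about 40% in these data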;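 note: 0% = DMSO wells and 100% = unlabeled Bim-BH3 peptide control; higher means more loss of mP so more displacement of Bim peptide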
# BCLXL inh = inhibitors of human Bcl-xL; Q07817; GST-Bcl-xL / FITC-Bim BH3 peptide fluorescence polarization; inhibition, % at 10.9 µM; 320,000 tested, 0.7% active; AID 2129;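 active = inhibition above the mean of all tested compounds plus 3 SD, cutoff set per campaign, cut at about 30% in these data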;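 note: 0% = DMSO wells and 100% = unlabeled Bim-BH3 peptide competitor; inhibitors lower millipolarization by displacing the labeled peptide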
# Fam108B inh = Fam108B inhibition, counter-screen for RBBP9 inhibitors. recombinant Fam108B, FP-Rh probe fluorescence polarization. inhibition, % at 9.51 µM. 300,000 tested, 0.33% active. AID 1947;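 active = inhibition above the screen mean inhibition plus 3 SD, computed separately per campaign, cut at about 18% in these data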;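 note: inhibitors lower polarization as less probe binds the enzyme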
# MEX-5 binding = C. elegans MEX-5 TCR-2 RNA binding activity; Q9XUB2; MEX-5/FITC-TCR2 RNA binding, fluorescence polarization; hits give low values; activity score (negative = inhibition of binding), % at 10 µM; 300,000 tested, 0.38% active; AID 1832;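 active = inhibition past about -25% in most replicates, and total fluorescence under double the plate's negative control median, limit read from the data; inconclusive = replicates evenly split on the limit, or fluorescence at least double controls; inactive = too little inhibition in most replicates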;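 note: 0% = DMSO and -100% = 5 µM competing unlabeled TCR2 RNA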
# Target sequence (Q9XUB2 whole entry, looked up): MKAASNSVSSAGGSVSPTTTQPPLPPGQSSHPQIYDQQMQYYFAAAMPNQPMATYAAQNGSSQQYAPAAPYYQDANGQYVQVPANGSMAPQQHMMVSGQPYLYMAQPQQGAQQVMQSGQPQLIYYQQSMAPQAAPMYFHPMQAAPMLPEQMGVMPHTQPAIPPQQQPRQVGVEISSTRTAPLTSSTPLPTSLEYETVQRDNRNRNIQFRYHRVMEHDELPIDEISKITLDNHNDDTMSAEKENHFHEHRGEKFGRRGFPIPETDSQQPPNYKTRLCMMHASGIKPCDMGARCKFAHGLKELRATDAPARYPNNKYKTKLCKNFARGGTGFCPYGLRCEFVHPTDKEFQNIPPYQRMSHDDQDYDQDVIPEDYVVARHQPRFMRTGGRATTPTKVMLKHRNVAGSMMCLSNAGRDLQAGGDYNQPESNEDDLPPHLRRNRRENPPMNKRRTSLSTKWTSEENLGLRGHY
# Starred values were filed as active, the others as inactive; u = inconclusive; x = not tested or not shown.
# Preview (3 entries):
Compound	MCL1 BIM primary	Efflux pump mplx	PME-1 inh	VLA-4 inh	Fam108B inh	BCLXL inh	GRK2 aptamer HTS	MEX-5 binding	GLD-1 RNA inh
N#Cc1ccc(OCC(O)CN2CCN(CC(O)COc3ccc(C#N)cc3)CC2)cc1 (stereo not given)	0	0.0	3	0	3	5	0	-0.3	-4
CCOC(=O)CNC(=O)/C=C/c1ccc2c(c1)OCO2	6	0.0	3	5	1	3	0	-1.2	2
CSc1ncccc1C(=O)OCc1cccc([N+](=O)[O-])c1	2	-0.1	-2	-5	-4	5	10	-0.1	1

# The whole of this part, from the first entry:
Compound	MCL1 BIM primary	Efflux pump mplx	PME-1 inh	VLA-4 inh	Fam108B inh	BCLXL inh	GRK2 aptamer HTS	MEX-5 binding	GLD-1 RNA inh
N#Cc1ccc(OCC(O)CN2CCN(CC(O)COc3ccc(C#N)cc3)CC2)cc1 (stereo not given)	0	0.0	3	0	3	5	0	-0.3	-4
CCOC(=O)CNC(=O)/C=C/c1ccc2c(c1)OCO2	6	0.0	3	5	1	3	0	-1.2	2
CSc1ncccc1C(=O)OCc1cccc([N+](=O)[O-])c1	2	-0.1	-2	-5	-4	5	10	-0.1	1
Cc1c(CC(=O)O)c(=O)oc2cc3c(cc12)CCC(C)(C)O3	2	-0.1	0	7	7	3	0	2.1	1
COc1cccc(/C=C(\C(=O)O)c2ccccc2)c1	3	0.2	-2	12	-1	6	0	-2.0	-1
Cc1ccc(S(=O)(=O)N(Cc2ccc(F)cc2)Cc2ccco2)cc1	0	0.0	2	1	1	7	3	-0.2	7
CN(C)CC(C)(C)CNS(=O)(=O)c1ccc(OC(F)(F)F)cc1	2	0.0	-1	5	0	4	3	0.6	-6
Cc1cc(=O)n2[nH]nnc2n1	4	0.0	-2	10	1	5	3	2.3	1
Cc1ccccc1C(=O)O/N=C(\N)c1cccc([N+](=O)[O-])c1	10	-0.1	-1	5	2	4	3	-1.6	3
CCCSc1nnc(NC(=O)CSc2nc3[nH]c(=O)cc(O)c3s2)s1	-5	-0.3	0	-5	x	1	0	x	-4

# (listing goes on)
Compound	MCL1 BIM primary	Efflux pump mplx	PME-1 inh	VLA-4 inh	Fam108B inh	BCLXL inh	GRK2 aptamer HTS	MEX-5 binding	GLD-1 RNA inh
O=C1CCC/C=C\C[C@H](CC(=O)N(CCO)Cc2ccccc2)C(=O)N2CCC[C@@H]2CO1	x	-0.1	x	9	x	x	0	x	2
COc1ccc(C(=O)O/N=C(/c2ccccc2)c2ccncc2)cc1OC	-8	-0.1	5	-28	0	2	0	1.6	-4
Cc1ccccc1Nc1nc2ccccc2s1	5	-5.8	7	5	3	5	3	0.2	8
CCOc1ccc(N2C(=O)CC(N3CCN(c4ccc(C(=O)c5ccncc5)cc4)CC3)C2=O)cc1 (stereo not given)	4	0.1	-4	35	4	4	4	1.8	-3
O=C(CSc1nc(NS(=O)(=O)c2ccccc2)cc(=O)[nH]1)Nc1ccccc1C(F)(F)F	1	0.2	-1	13	-1	1	0	-1.6	0
O=C(CCCn1nnc(-c2cccnc2)n1)c1ccc(F)cc1	-2	0.1	1	1	1	-4	0	1.0	9
O=C(c1cccc(Cl)c1)N1CCCC(c2ccc(Cl)cc2)=N1	-8	0.0	-22	15	-1	-9	3	-0.5	3
CC(=O)Nc1ccc(C(=O)COC(=O)Cc2ccsc2)c(F)c1	x	0.0	x	-4	x	x	5	x	1
CCOC(=O)C1CCCN(C(=O)c2ccc(OCC)cc2)C1 (stereo not given)	4	0.0	0	-1	1	1	0	-1.9	-5
COc1cc(CC(=O)OCC(=O)NC2CCCC2)cc(OC)c1OC	-1	0.0	-3	-7	x	-3	3	x	3

# Carrying on.
Compound	MCL1 BIM primary	Efflux pump mplx	PME-1 inh	VLA-4 inh	Fam108B inh	BCLXL inh	GRK2 aptamer HTS	MEX-5 binding	GLD-1 RNA inh
O=C(Cn1nnc(-c2ccncc2)n1)N1CCc2ccccc21	-1	-0.1	0	0	0	-2	2	0.5	0
CCOCCc1nnc(NC(=O)c2ccc(OC)c(OC)c2)s1	-2	-0.1	-9	-5	-3	1	0	2.6	-3
Cc1ccc(CNC(=O)CN(C)S(=O)(=O)c2cccc3cccnc23)cc1	0	0.2	9	-14	-2	1	0	1.0	-5
COc1ccc(CCNC(=O)c2ccccc2NS(=O)(=O)c2c(F)cccc2F)cc1	3	-0.2	2	-2	0	5	3	-1.9	-1
NC(=O)NC(CC(=O)NNC(=O)c1ccccn1)c1ccc(Cl)cc1 (stereo not given)	8	0.0	2	-5	x	5	0	x	7
CN(CC(=O)Nc1ccccc1F)CC(=O)Nc1ccc(F)c(F)c1F	0	0.1	-5	3	-2	0	3	0.5	-6
Cc1cc(C)cc(N(CCC#N)C(=O)COC(=O)CN2C(=O)NC(C)(C)C2=O)c1	-3	0.0	-1	-1	1	3	0	2.6	1
C=CCN(c1ccc(C(=O)Nc2ccc(C)c(C)c2)cc1)S(C)(=O)=O	-7	0.0	-1	32	-1	0	0	0.7	2
N#CC(C#N)=C1C=CC=CN1/C(=C\c1ccccc1)C(=O)c1cccs1	42*	0.0	2	1	0	29	0	0.0	6
CC(NC(=O)c1ccccc1F)c1nnc(SCC(=O)NC2CCCC2)n1C (stereo not given)	5	-0.1	6	10	4	2	2	-1.1	1

# Next results follow.
Compound	MCL1 BIM primary	Efflux pump mplx	PME-1 inh	VLA-4 inh	Fam108B inh	BCLXL inh	GRK2 aptamer HTS	MEX-5 binding	GLD-1 RNA inh
FC(F)(F)c1ccccc1-n1c(-c2ccco2)n[nH]c1=S	-11	-0.1	1	9	2	-13	1	-1.6	-4
COc1ccc(/C=C2\SC(=S)N(CC(=O)NC3C=CS(=O)(=O)C3)C2=O)cc1 (stereo not given)	3	-0.1	-22	17	-26	0	0	-2.8	3
O=c1[nH]c2ccccc2n2c(C(F)(F)F)nnc12	21	0.4	1	-34	3	20	3	4.5	0
Cc1cc(C)c(-c2c(O)c3ccccc3n(C)c2=O)c(C)c1	-3	0.0	4	4	3	-3	1	1.7	-2
CC(=O)N1CCN(c2ccc(NC(=O)c3ccc([N+](=O)[O-])cc3Cl)cc2)CC1	11	-0.1	3	8	-2	5	0	2.0	-10
C=CCSc1nnc(-c2cc3c(s2)-c2ccccc2CC3)o1	-7	-0.1	-15	0	-4	-7	3	-0.3	7
COc1ccc(-c2ccc(CCC(=O)O)n2CC(C)C)cc1	-10	0.1	-10	6	0	0	1	3.1	2
O=[N+]([O-])c1ccc(-n2nncc2-c2ccc(Cl)cc2)cc1	10	-0.1	0	-3	-1	1	1	-1.2	2
O=C(c1ccc2nc(Cc3cccc(Cl)c3)oc2c1)N1CCC[C@H]1CO	3	0.1	0	-5	1	1	0	-2.1	-4
Cc1ccc(Nc2oc(C)nc2C#N)cc1	7	-0.1	-5	-1	2	0	0	-0.6	-3

# Next records
Compound	MCL1 BIM primary	Efflux pump mplx	PME-1 inh	VLA-4 inh	Fam108B inh	BCLXL inh	GRK2 aptamer HTS	MEX-5 binding	GLD-1 RNA inh
O=C(COC(=O)Cc1ccc(-c2ccccc2)cc1)NCc1ccccc1	-18	0.1	-1	4	2	-2	0	2.8	5
O=C(CCS(=O)(=O)c1ccccc1)Nc1cccc2c1C(=O)NC2=O	1	0.1	1	11	-4	7	0	-0.4	-1
CN(c1ccccc1)c1cc(=O)[nH]c(=O)[nH]1	0	0.2	-2	15	-1	6	4	4.5	-7
Cc1ccc(NC(=O)CSc2nncn2-c2ccccn2)cc1Cl	5	0.7	1	13	-1	6	1	0.5	-10
COc1ccccc1CNC(=O)c1ccccc1N(C)S(C)(=O)=O	6	0.0	1	-1	2	3	6	-0.3	2
CCOC(=O)CC1C(=O)NCCN1Cc1ccc(OC)c(OC)c1 (stereo not given)	7	-0.2	0	-2	5	10	1	1.6	-8
CN(C)c1ccc(NC(=O)COC(=O)c2cc(=O)c3ccccc3o2)cc1	9	0.0	-5	9	-2	1	0	-0.3	2
O=c1c(Cc2c(F)cccc2Cl)c(O)ccn1CC1CCCO1 (stereo not given)	-8	0.3	-6	-4	-2	1	0	2.0	7
CCOC(=O)c1cc(CN2CCOCC2)oc1-c1ccccc1	-9	0.0	-6	-26	-2	2	69*	1.4	0
COc1ccc(NC(=O)CSc2nc3ccccc3nc2N2CCCC2)cc1Cl	-8	0.1	-10	7	-3	3	0	1.2	1

# A few values from above:
# Entry for `O=c1c(Cc2c(F)cccc2Cl)c(O)ccn1CC1CCCO1` (stereo not given) under Fam108B inh: -2
# Entry for `Cc1ccc(NC(=O)CSc2nncn2-c2ccccn2)cc1Cl` under Efflux pump mplx: 0.7
# Entry for `CN(C)c1ccc(NC(=O)COC(=O)c2cc(=O)c3ccccc3o2)cc1` under GRK2 aptamer HTS: 0

# 3 compounds from above, sorted by length of the SMILES, ascending:
Compound	MCL1 BIM primary	Efflux pump mplx	PME-1 inh	VLA-4 inh	Fam108B inh	BCLXL inh	GRK2 aptamer HTS	MEX-5 binding	GLD-1 RNA inh
Cc1ccc(NC(=O)CSc2nncn2-c2ccccn2)cc1Cl	5	0.7	1	13	-1	6	1	0.5	-10
COc1ccccc1CNC(=O)c1ccccc1N(C)S(C)(=O)=O	6	0.0	1	-1	2	3	6	-0.3	2
O=C(COC(=O)Cc1ccc(-c2ccccc2)cc1)NCc1ccccc1	-18	0.1	-1	4	2	-2	0	2.8	5

# (list continues)
Compound	MCL1 BIM primary	Efflux pump mplx	PME-1 inh	VLA-4 inh	Fam108B inh	BCLXL inh	GRK2 aptamer HTS	MEX-5 binding	GLD-1 RNA inh
Cn1c(=O)n(CC(=O)Nc2cccnc2)c2ccccc21	-2	-0.1	-1	-13	-2	-5	1	-0.8	6
O=C(CCc1nc2ccccc2[nH]c1=O)N/N=C/c1ccccc1	-1	0.3	-1	2	0	0	0	0.6	0
O=C(O)c1ccc(N/N=C/C(Br)=C/c2ccccc2)cc1	7	-0.1	4	5	9	9	0	-5.4	5
COCc1cc(=O)n2[nH]c(-c3cccs3)cc2n1	6	0.1	3	0	0	7	1	u	1
CC1CCCCC1NC(=O)COC(=O)C12CC3CC(CC(Cl)(C3)C1)C2 (stereo not given)	-2	0.0	2	27	-2	-1	0	-6.2	0
CCC(Sc1ncccc1C(=O)OC(C)C)C(=O)NCc1ccco1 (stereo not given)	9	0.0	1	-5	-1	6	2	-0.7	-2
C#CCOCCOCCOCCNc1nc(N2CCN(C(=O)CCCCCCCCCCNC(=O)[C@H]([C@@H](C)CC)n3cc(CCCCCN)nn3)CC2)nc(N2CCN(C(=O)CCCCCCCCCCNC(=O)[C@H](CO)n3cc(CCCCCN)nn3)CC2)n1	0	0.0	-5	20	3	2	0	x	-9
CN(C)c1nc(N)ncc1-c1ccc(Oc2ccccc2)cc1	3	0.0	-1	8	2	6	0	2.6	1
C=CCNC(=O)CC(=O)N/N=C/c1cccs1	4	0.0	-1	-2	4	4	0	1.6	-3
C=CCN(CC(=O)NCc1ccc(F)cc1)C(=O)c1csnn1	11	-0.1	5	0	2	2	1	-1.7	2
Cn1cnc(C(=O)N2CCN(c3ccccc3)CC2)c1C(=O)N1CCN(c2ccccc2)CC1	-10	-0.1	7	-3	x	2	0	x	-4
O=C(NC(=S)N1CCN(C/C=C/c2ccccc2)CC1)c1ccco1	-3	0.0	4	-18	-3	-3	0	-7.2	-1

# Screening data from PubChem BioAssay.

# Some of the compounds tested; count on the stated rates, not on these rows.
